DSG3 Ab inh = inhibitors of pemphigus antibody binding to DSG3, primary screen, biochemical, bead-based, flow cytometry, scFv-GFP; DSG3-coupled beads, scFv-anti-DSG3-GFP binding; active compounds read low; binding (percent of control), % at 10 µM; 0.48% of 310,000 active; AID 588358, 2011;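 active means binding more than 3 SD below its plate's average and above zero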;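 further: hits lower antibody fragment binding to DSG3; some compounds called inactive have numbers as strong as hits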
HTR5A ag ctr = HTR5A agonists in luminescence cell assay, primary screen, counter-screen for OPRM1-OPRD1 heterodimer agonist project, full-deck HTS; 5-hydroxytryptamine receptor 5A (Homo sapiens), P47898; cell-based; activation, % at 9.3 µM; 0.61% of 340,000 active; in the data active means activation mostly above about 9.5%, no sharp cut-off; inactive means mostly below about 7.6%;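 further: 0% = cells with vehicle only and 100% = reference agonist; strong numbers were not always called active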
Target sequence (P47898 whole entry, looked up): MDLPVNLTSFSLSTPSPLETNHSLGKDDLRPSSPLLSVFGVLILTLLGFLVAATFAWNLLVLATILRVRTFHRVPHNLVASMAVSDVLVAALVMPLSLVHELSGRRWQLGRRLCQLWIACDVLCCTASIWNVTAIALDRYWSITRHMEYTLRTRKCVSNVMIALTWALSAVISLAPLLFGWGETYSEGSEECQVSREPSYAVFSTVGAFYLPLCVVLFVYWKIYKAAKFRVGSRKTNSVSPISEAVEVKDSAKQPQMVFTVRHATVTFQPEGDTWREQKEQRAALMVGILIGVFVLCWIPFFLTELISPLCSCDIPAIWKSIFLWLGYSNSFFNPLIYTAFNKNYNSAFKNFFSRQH
V-ATPase pHluor = regulators of yeast V-ATPase proton pumping, primary screen, pHLuorin cytosolic pH fluorescence; S. cerevisiae; response, % at 10 µM; 0.37% of 350,000 active; AID 504577, 2011; in the data active means response mostly above about 7.3%, no sharp cut-off; inactive means mostly below about 5.4%; further: actives read high; inactives centre near 0; some compounds called inactive have numbers as strong as hits; reference of the scale not given here
OPRM1-OPRD1 ag = agonists of OPRM1-OPRD1 heterodimerization, primary screen, cell-based, luminescence; 0.3% of 340,000 active; cells; Mu-type opioid receptor (Homo sapiens) + Delta-type opioid receptor (Homo sapiens), …; activation, % at 9.3 µM; in the data active means activation above about 18%;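 further: 0% = vehicle-treated cells and 100% = reference agonist; values of inactives mirror those of a sister screen read the other way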
HTR5A inv ctr = HTR5A inverse agonists in luminescence cell assay, primary screen, counter-screen for OPRM1-OPRD1 heterodimer inverse agonist project, full-deck HTS. HTR5A cell line, inverse agonism. inhibition, % at 9.3 µM. 0.083% of 340,000 active. AID 504634, 2011; in the data active means inhibition mostly above about 23%, no sharp cut-off; inactive means mostly below about 18%;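 further: 0% = cells with DMSO and 100% = no-cell wells with DMSO; some compounds called inactive have numbers as strong as hits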
PKA-R1A activ = activators of PKA-R1A holoenzyme, primary screen, biochemical, fluorescence polarization, Cy5-IP20, bovine R1A, mouse PKAc. cAMP-dependent protein kinase type I-alpha regulatory subunit (Bos taurus) + …. PKA-R1A dissociation; scaled: DMSO 0%, 113 µM cGMP 100%. activation, % at 11.4 µM. 0.083% of 340,000 active;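 active means percent activation above the mean of all tested compounds plus 3 SD, cut at about 19% in these data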;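 further: higher means more PKAc released from R1A so a rise in polarization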
PKA-R2B act = activators of PKA-R2B holoenzyme, primary screen, biochemical, fluorescence polarization, Cy5-IP20, human; cAMP-dependent protein kinase catalytic subunit beta (Homo sapiens) + cAMP-dependent …; PKA-R2B holoenzyme dissociation; R2B truncated from residue 108, S112A mutant; 0% DMSO only, 100% 113 µM cGMP; activation, % at 11.4 µM; 0.079% of 340,000 active;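 active means activation above a cutoff set at the mean over all compounds plus 3 SD, cut at about 18% in these data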;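 further: higher means more holoenzyme dissociation and a rise in polarization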
Target sequence (P31323 whole entry, looked up, other chains not shown, the tested form may be a part): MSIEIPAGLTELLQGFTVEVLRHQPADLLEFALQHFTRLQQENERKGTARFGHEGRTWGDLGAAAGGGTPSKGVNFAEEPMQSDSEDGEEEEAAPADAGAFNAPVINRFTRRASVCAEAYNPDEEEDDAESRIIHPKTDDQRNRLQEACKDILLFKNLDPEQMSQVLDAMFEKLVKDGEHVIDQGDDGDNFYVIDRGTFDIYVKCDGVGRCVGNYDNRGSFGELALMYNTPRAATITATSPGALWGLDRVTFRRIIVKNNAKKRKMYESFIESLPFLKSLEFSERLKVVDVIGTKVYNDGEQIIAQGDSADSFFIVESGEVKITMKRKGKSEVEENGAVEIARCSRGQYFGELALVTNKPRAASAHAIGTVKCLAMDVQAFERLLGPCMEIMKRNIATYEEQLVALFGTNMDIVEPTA
DAGLB inhibitor = DAGLB lipase inhibitors, primary screen, biochemical, fluorescence, HTS; inhibition, % at 5.17 µM; HEK293T DAGLB membrane lysate, EnzChek fluorogenic substrate; 0.059% of 340,000 active; in the data active means inhibition above about 34%;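 further: 0% = enzyme with vehicle and 100% = wells lacking enzyme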
MOR-DOR inv ag = inverse agonists of MOR-DOR heterodimerization, primary screen, cell-based, luminescence | inhibition, % at 9.3 µM | cell-based MOR-DOR heterodimer luminescence, inverse agonism | Mu-type opioid receptor (Homo sapiens) + Delta-type opioid receptor (Homo sapiens), … | 0.21% of 340,000 active | AID 504357, 2011; in the data active means inhibition above about 22%, passing the limit was not always enough;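 further: 0% = cells with DMSO and 100% = wells without cells with DMSO; values of inactives mirror those of a sister screen read the other way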
Arr AP2 block = inhibitors of beta-arrestin/AP2 binding, primary screen, biochemical, GPCR trafficking, flow cytometry | beta-arrestin 1 C-terminal peptide binding to AP2 beta2-adaptin appendage (human) | FITC-arrestin peptide / GST-AP2 beads; AP2 beta2 appendage carries R879A mutation | inhibition, % at 10 µM | 0.31% of 340,000 active;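 active means inhibition above a set limit, near 3 SD of compounds lacking own fluorescence, cut at about 54% in these data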;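 further: plate controls were DMSO wells for no effect and 5 µM unlabelled arrestin peptide for full effect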
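System: GST-AP2 R879A glutathione beads. Medium: PBS with 0.05% Tween 20 and 0.1% BSA. Also added: FITC-arrestin peptide, 50 nM. Incubation: 12 min plus 1 h, RT. Measured by: high-throughput flow cytometry of beads, ex 488, em 535 nm. Evaluation: percent drop in bead-associated FITC signal.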
The depositor's hits bear a star; x = no result given; & = joins results of further samples; ! = not confirmed by another sample.

The first 6 compounds (preview)
SMILES	DSG3 Ab inh	HTR5A ag ctr	V-ATPase pHluor	OPRM1-OPRD1 ag	HTR5A inv ctr	PKA-R1A activ	PKA-R2B act	DAGLB inhibitor	MOR-DOR inv ag	Arr AP2 block
c1ccc(NCCC2OCC3(CO2)COC(CCNc2ccccc2)OC3)cc1 (stereo not drawn)	x	-1	1	-0.1	5	-15	0	3	0	-10
CCO[C@@H]1OC(C(=O)NCc2nc3ccccc3[nH]2)=C[C@H](c2ccc(C(F)(F)F)cc2)[C@H]1CCCO	98	4	1	-2.0	8	-1	0	2	11	-3
Cc1cc(-c2csc(N)n2)c(C)n1Cc1ccco1	71*	-2	4	-0.6	5	-12	-2	8	3	34
COc1cc(CCNC2=CC(=O)c3ncccc3C2=O)ccc1O	78	5	2	6.9	-19	16	3	-1	-30	-25
O=C(COc1nncc2ccccc12)Nc1ccc(Br)cc1F	105	2	-1	-0.4	-6	-8	3	1	2	-25
Cc1ccc(C2=[N+]([O-])C(C)(C)N(O)C2(C)C)cc1	99	0	0	-2.6	0	-12	12	1	13	36

The whole of this part (from the top)
SMILES	DSG3 Ab inh	HTR5A ag ctr	V-ATPase pHluor	OPRM1-OPRD1 ag	HTR5A inv ctr	PKA-R1A activ	PKA-R2B act	DAGLB inhibitor	MOR-DOR inv ag	Arr AP2 block
c1ccc(NCCC2OCC3(CO2)COC(CCNc2ccccc2)OC3)cc1 (stereo not drawn)	x	-1	1	-0.1	5	-15	0	3	0	-10
CCO[C@@H]1OC(C(=O)NCc2nc3ccccc3[nH]2)=C[C@H](c2ccc(C(F)(F)F)cc2)[C@H]1CCCO	98	4	1	-2.0	8	-1	0	2	11	-3
Cc1cc(-c2csc(N)n2)c(C)n1Cc1ccco1	71*	-2	4	-0.6	5	-12	-2	8	3	34
COc1cc(CCNC2=CC(=O)c3ncccc3C2=O)ccc1O	78	5	2	6.9	-19	16	3	-1	-30	-25
O=C(COc1nncc2ccccc12)Nc1ccc(Br)cc1F	105	2	-1	-0.4	-6	-8	3	1	2	-25
Cc1ccc(C2=[N+]([O-])C(C)(C)N(O)C2(C)C)cc1	99	0	0	-2.6	0	-12	12	1	13	36
O=C(NO)c1ccccc1O	103	-4	-3	0.4	-48	3	3	3	-2	14
Cc1ccc(OCC(=O)NCCNC(=O)c2ccc(C)nc2)cc1	119	7	-4	-2.9	-20	1	1	1	16	-12
COc1ccc(CNC(=O)[C@H](C)NC(=O)N2CCn3c2nc2ccccc23)cc1	98	x	-3	x	x	2	7	2	x	8
COc1cccc(/C(C)=N/Nc2ccc(S(=O)(=O)N3CCCCC3)cn2)c1	91	-1	3	0.0	2	2	-12	-1	0	-6
CN(C(=S)NC(=O)c1ccc(F)cc1)C1CCCCC1	102	4	3	-1.6	7	5	-6	-1	8	-11
COc1ccc(-n2c(=O)c3ccccc3n(CC(=O)NC3CCCCC3)c2=O)cc1	x	-5	-2	-3.6	16	-3	-6	-1	22	16
COc1ccc(S(=O)(=O)NC(C)C(=O)NCc2ccccn2)cc1Cl (stereo not drawn)	105	0	-4	-0.8	0	3	-5	-1	4	6
CCOC(=O)COc1cc(=O)n(CC)c2ccccc12	106	0	-2	-0.1	-10	1	-6	-1	0	-3
CCC1CCC2(CC1)NC(=O)N(CC(=O)NCc1ccc(Cl)cc1)C2=O (stereo not drawn)	106	-8	0	1.7	19	-9	2	0	-7	-10
CCCC(=O)Nc1ccc(NC(=O)c2ccco2)c(OC)c1	108	3	3	1.0	15	-10	0	0	-6	4
NS(=O)(=O)c1ccc(CCNc2nc(C(F)(F)F)nc3ccccc23)cc1	117	7	3	-1.9	-2	-2	2	-6	10	-4
Fc1cccc(/C=N/n2c(C3CCCCC3)n[nH]c2=S)c1	101	-2	-1	11	7	5	3	-4	-54	-13
COc1cccc(CN(C(=O)c2ccccc2Br)C2CCS(=O)(=O)C2)c1 (stereo not drawn)	113	-1	-2	-3.3	11	-16	-5	3	18	-10
C=CCOc1ccc(C[C@H](N)C(=O)NC[C@H]2O[C@@H](n3ccc(N)nc3=O)[C@H](O)[C@@H]2O)cc1	x	x	0	x	x	-3	-7	2	x	x
CC1CCN(C(=S)c2cccc([N+](=O)[O-])c2)CC1	97	-4	-1	-1.4	11	0	5	0	8	13
CC(C)(C)S(=O)(=O)c1cnc(N2CCCCC2)nc1N	114	-3	4	-1.9	15	-6	4	-1	10	11
CSc1ccccc1OCc1cc(C(=O)N2CCN(C3CCCC3)C(=O)C2)no1	104	-2	-1	-4.2	6	-1	6	1	23	5
CCOC(=O)C1=C(C)N(c2ccccc2)C(=O)/C1=C\c1ccc(O)c(OC)c1	99	2	1	-3.1	-6	-3	7	1	17	32
c1ccc(-c2nn3c(-c4ccccc4)nnc3o2)cc1	110	x	2	x	x	1	-1	-4	x	x
COc1cc2c(cc1NC(=S)Nc1cccc(C)c1)oc1ccccc12	105	3	-3	-0.4	12	-8	-3	-3	2	-10
Clc1ccccc1Oc1cnc2ccccc2n1	103	-1	2	3.7	-1	-10	0	-3	-19	7
COc1ccc(NC(=O)c2ccc(CNc3c(NC4CCCCC4)c(=O)c3=O)cc2)c(OC)c1	-2.5*!	-3&-8	8&5	-1.4&-1.8	14&23	10&-15	-4&-2	5&6	8&11	10&6
Cc1cccc(Nc2nc(-c3ccncc3)cs2)c1	100	2	-1	1.8	-5	-4	-7	2	-10	-13
Cc1ccc(S(=O)(=O)CCC(=O)OCC(=O)N2CCc3ccccc32)cc1	107	1	1	-0.4	-3	-6	4	0	2	20
CC(=O)N(CC(=O)N(CC(=O)O)c1ccc(Cl)cc1)c1ccc(Cl)cc1	99	-2	0	-2.6	7	0	-9	-2	11	2
O=C(NCC1(c2ccccc2)CCCC1)c1ccccc1Br	91	1	-5	-1.0	20	-2	-2	-1	5	4
COc1ccc(S(=O)(=O)N2CCCCCC2)cc1C(=O)NCCc1ccccc1	105	-7	0	-2.2	12	-1	0	-3	8	61*
CCOC(=O)COc1cc(Br)c(C2NC(=O)NC(C)=C2C(C)=O)cc1OCC (stereo not drawn)	102	1	5	-2.0	11	-13	-6	2	10	-7
CC(C)(C)C(=O)N1CCN(c2ccc([N+](=O)[O-])cc2Cl)CC1	103	1	-4	1.2	9	-10	-8	0	-7	10
COc1ccc(OC)c(/C=C/C(=O)OCC(=O)N2C(C)CCCC2C)c1 (stereo not drawn)	93	-1	-5	-3.4	3	-7	8	0	17	29
Cc1cc(COc2ccccc2OCCN2CCN(C)CC2)no1	99	8	-3	-1.3	-23	-8	1	1	7	-16
CCCOc1ccc(Cc2c(O)nc(SC)[nH]c2=O)cc1	103	-1	-4	-2.2	5	-7	-4	-2	11	21
COCCNS(=O)(=O)c1cc(C)c(C)cc1C	106	0	-3	0.8	-10	-8	-6	-1	-4	-13
CC1CCN(C(=O)CSc2nnc(-c3ccccc3F)o2)CC1	100	4	-6	-0.3	-11	-3	-6	0	2	-7
Cc1ccc2c(c1)CCCN2C(=O)CSc1ccccc1	110	-4	-1	0.7	6	-9	-6	-9	-2	37
CCOc1cc(N2CCOCC2)c(OCC)cc1NC(=O)CN1C(=O)NC2(CCc3ccccc32)C1=O (stereo not drawn)	103	1	2	-3.1	-4	-9	6	1	17	-2
Cc1nnc(SCC2CCCO2)n1-c1ccccc1 (stereo not drawn)	101	-3	-3	-3.7	18	3	-3	2	19	15
Cc1ccc(NC(=O)c2cc(S(=O)(=O)NCC3CCCO3)ccc2F)cc1 (stereo not drawn)	102	x	x	x	x	4	-4	-1	x	x
Nc1nnc(CC(=O)N/N=C/c2cccc([N+](=O)[O-])c2)s1	100	16	2	-0.5	-38	-1	9	5	3	10
CC1=NN(C(C#N)c2ccccc2O)C(C)(C)C1 (stereo not drawn)	x	3	0	-1.2	-7	4	0	-3	5	7
N#Cc1c(-c2ccccc2)cc(-c2ccccc2)[nH]c1=O	101	2	0	-3.3	-6	-2	5	-1	17	-7
CCCn1c(N)c(C(=O)CSc2nnc(C3CC3)n2Cc2ccccc2)c(=O)n(C)c1=O	x	5	-2	-4.4	-7	-16	-18	1	16	1

Structures above shown as hits in DSG3 Ab inh.
Structure	DSG3 Ab inh	V-ATPase pHluor	OPRM1-OPRD1 ag	PKA-R1A activ	PKA-R2B act	DAGLB inhibitor	MOR-DOR inv ag	Arr AP2 block
Cc1cc(-c2csc(N)n2)c(C)n1Cc1ccco1	71*	4	-0.6	-12	-2	8	3	34
COc1ccc(NC(=O)c2ccc(CNc3c(NC4CCCCC4)c(=O)c3=O)cc2)c(OC)c1	-2.5*!	8&5	-1.4&-1.8	10&-15	-4&-2	5&6	8&11	10&6

More records
SMILES	DSG3 Ab inh	HTR5A ag ctr	V-ATPase pHluor	OPRM1-OPRD1 ag	HTR5A inv ctr	PKA-R1A activ	PKA-R2B act	DAGLB inhibitor	MOR-DOR inv ag	Arr AP2 block
CCCCCn1c(SCCC(C)C)nc2c1c(=O)[nH]c(=O)n2C	95	-1	2	1.8	1	0	6	0	-9	-6
CCn1c2ccccc2c2cc(NC(=O)CSc3nnnn3-c3ccccc3)ccc21	98	0	0	0.3	-2	-1	-12	-4	-2	-4
COc1ccccc1NC(=O)N1CCCC1C(=O)NCc1cccs1 (stereo not drawn)	x	2	-1	0.5	-4	-7	-9	0	-4	-4
CCCCOC(=O)c1ccc(OC(=O)N2CCOCC2)cc1	125	4	1	-0.7	-13	-15	4	-2	4	-4
C[C@H](NC(=O)[C@@H]1Cc2ccccc2CN1)C(=O)NC1CCCCC1	102	1	-2	-1.4	-4	0	-6	-6	7	6
O=C(O)CNC(=O)/C=C/c1c(Cl)cccc1Cl	95	7	-2	-0.9	1	1	-8	-1	5	-4
CCOC(=O)C1CCCN(c2nc3ccccc3nc2C(C#N)C(=O)OCC)C1 (stereo not drawn)	103	1	-1	0.2	-18	-10	-2	0	-1	5
